Assay outcomes (PubChem)
ABCB6 inh MLPCN – human ABCB6 transporter inhibition. Q9NP58. K562-ABCB6 porphyrin accumulation, flow cytometry, 1 h; stronger effect = lower value. fluorescence ratio to DMSO, % at 10 µM. actives 0.19% (n = 360,000);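 active = fluorescence ratio to DMSO below 75%, the collection mean minus 3 SD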;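 also: signal is porphyrin accumulated inside mitochondria; 100% equals median channel fluorescence of DMSO control wells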
m5-HT2A agonist – agonists of mouse serotonin 5-HT2A receptor (HTR2A) | P35363 | CHO-K1 mHTR2A beta-arrestin complementation, luminescence; percent of 30 µM serotonin response | activation, % at 7.6 µM | actives 0.66% (n = 360,000);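 active = activation above a run cutoff, the mean activation of all tested compounds plus 3 SD, cut at about 14% in these data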;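 also: 0% = plate median of compound wells and 100% = 30 µM serotonin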
Exocytosis inh – blocks lytic granule exocytosis; TALL-104 LAMP-1 surface exposure, flow cytometry; cells stimulated with thapsigargin and PMA; inhibition, % at 10 µM; actives 0.66% (n = 360,000);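 active = inhibition above about 55%, limit read from the data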
PDI turbidity – PDI (human) enzyme inhibition | P07237 | PDI insulin aggregation turbidity, A650, 90 min | inhibition, % at 10 µM | actives 0.052% (n = 350,000);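 active = mean inhibition across replicates of 30% or more, whatever share of single replicates reach that level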;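 also: absorbance from insulin aggregation driven by PDI reduction with DTT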
Target sequence (P07237 whole entry, looked up): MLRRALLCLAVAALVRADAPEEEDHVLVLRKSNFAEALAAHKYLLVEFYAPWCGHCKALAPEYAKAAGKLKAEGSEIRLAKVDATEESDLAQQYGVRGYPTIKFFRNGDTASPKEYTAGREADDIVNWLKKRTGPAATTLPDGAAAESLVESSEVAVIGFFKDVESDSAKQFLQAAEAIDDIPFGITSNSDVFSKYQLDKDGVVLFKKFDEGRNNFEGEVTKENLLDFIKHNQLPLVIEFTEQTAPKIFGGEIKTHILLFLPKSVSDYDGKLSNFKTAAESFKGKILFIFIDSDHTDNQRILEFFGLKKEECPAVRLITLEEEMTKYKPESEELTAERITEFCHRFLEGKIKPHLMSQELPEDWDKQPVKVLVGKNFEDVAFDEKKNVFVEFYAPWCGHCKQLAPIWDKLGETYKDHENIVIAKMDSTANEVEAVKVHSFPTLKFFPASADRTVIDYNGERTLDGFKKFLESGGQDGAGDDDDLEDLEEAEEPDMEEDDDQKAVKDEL
CaV13 ICDI inh – Primary screen for inhibitors of IQ motif and Ca2+-dependent inactivation inhibitor domain binding in CACNA1D, Förster resonance energy transfer in living cells, …; HEK cells, CFP/YFP FRET ICDI-IQ, plate reader, 10 min; percent FRET-ratio fall versus neutral wells; inhibition, % at 12.3 µM; actives 0.098% (n = 340,000);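 active = mean replicate inhibition of at least 30% and at least 1% of replicates passing that level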;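 also: 0% = median of the neutral control wells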
MC4R antag cAMP – human MC4R antagonism in cAMP assay. MC4R-expressing cells, MTII-stimulated cAMP, LANCE TR-FRET. inhibition, % at 6.5 µM. actives 0.48% (n = 360,000);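 active = inhibition above its plate's cutoff, the mean of tested wells on that plate plus 3 SD, cut at about 29% in these data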;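 also: 0% = Melanotan II alone and 100% = Melanotan II plus saturating MCL0020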
Target sequence (P32245 whole entry, looked up): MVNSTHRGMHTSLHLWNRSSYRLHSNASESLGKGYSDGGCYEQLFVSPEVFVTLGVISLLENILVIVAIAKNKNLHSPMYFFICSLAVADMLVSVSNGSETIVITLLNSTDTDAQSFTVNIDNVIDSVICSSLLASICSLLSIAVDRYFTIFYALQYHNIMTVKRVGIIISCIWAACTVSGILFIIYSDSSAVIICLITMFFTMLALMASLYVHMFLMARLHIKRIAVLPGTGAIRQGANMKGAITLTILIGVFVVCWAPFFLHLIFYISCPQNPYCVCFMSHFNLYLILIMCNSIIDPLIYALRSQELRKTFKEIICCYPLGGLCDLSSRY
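Assay system: human MC4R-expressing U2OS cells; reagent: Melanotan II stimulation of cells; dosing: 6.5 µM single dose; timing: compound 30 min, challenge 1 h, detection 1 h; signal: TR-FRET cAMP assay; replicates: one well per compound, no replicates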
MC4R barr agon – activates human MC4R beta-arrestin recruitment | P32245 | U2OS MC4R beta-arrestin complementation, luminescence; percent of melanotan II response, DMSO zero | activation, % at 8.9 µM | actives 0.98% (n = 360,000);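 active = activation above a per-plate cutoff, the mean activation of sample wells on that plate plus 3 SD, cut at about 8% in these data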
H9c2 protect – myocardial damage modulation in H9c2 cells; H9c2 cardiomyocytes, H2O2 injury protection, ATPLite, 2 h; protection from H2O2 cell death, % at 20 µM; actives 0.63% (n = 360,000); AID 588492;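 active = compounds giving at least 50% protection of heart cells from peroxide-induced death in the single-dose screen, raw or plate-pattern-corrected value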;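 also: 0% = DMSO wells with peroxide and 100% = DMSO wells without peroxide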
ABHD5 PLIN5 PPI – blocks binding of human ABHD5 to perilipin-5; Split G. princeps luciferase complementation, luminescence, 4 h; inhibition, % at 4 µM; actives 0.78% (n = 360,000);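 active = inhibition above the mean inhibition across every tested compound plus 3 SD, cut at about 22% in these data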;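 also: 0% = DMSO only wells and the 100% control is not disclosed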
Glyco luc inh – N-linked glycosylation inhibition | actives 0.23% (n = 360,000) | D54 ERlucT glycosylation luciferase reporter, 24 h; percent of 100 nM tunicamycin response | reporter increase, % at 12.5 µM;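 active = mean luciferase reporter signal, scaled so untreated is 0 and the glycosylation-blocking control 100, at or above a set limit in every replicate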;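 also: luciferase carries N-glycosylation sites so blocking glycosylation raises the light; 0% = median of neutral control wells and 100% = median of 100 nM tunicamycin wells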
* hit, by the source's call.

COCc1cc(C)nc(SCC[N+](C)(C)CC(=O)Nc2cccc(C)c2)c1C#N was read as ABCB6 inh MLPCN 94, m5-HT2A agonist -3, Exocytosis inh -4, PDI turbidity -5, CaV13 ICDI inh -2, MC4R antag cAMP 7, MC4R barr agon -0.9, H9c2 protect 3, ABHD5 PLIN5 PPI 13 and Glyco luc inh 5.
Screening Cc1cccc(OCCCC(=O)NCCc2ccccc2)c1 returned ABCB6 inh MLPCN 105, m5-HT2A agonist 6, Exocytosis inh 12, PDI turbidity -4, CaV13 ICDI inh -9, MC4R antag cAMP 11, MC4R barr agon 2.5, H9c2 protect 4, ABHD5 PLIN5 PPI -15 and Glyco luc inh 1.
COc1cccc(CNc2ccc(F)c(Cl)c2)c1O was read as ABCB6 inh MLPCN 92, m5-HT2A agonist -4, Exocytosis inh -2, PDI turbidity -15, CaV13 ICDI inh -9, MC4R antag cAMP -6, MC4R barr agon -1.2, H9c2 protect -14, ABHD5 PLIN5 PPI 1 and Glyco luc inh -3.
`CCOC(=O)C1C(c2ccccc2)N(C)OC1(O)C(F)(F)F` (centres undefined) gave ABCB6 inh MLPCN 95, m5-HT2A agonist 1, Exocytosis inh 11, PDI turbidity -1, CaV13 ICDI inh -5, MC4R antag cAMP 9, MC4R barr agon -0.3, H9c2 protect 3, ABHD5 PLIN5 PPI 3 and Glyco luc inh 1.
Screening O=C(Cn1nnc2ccccc21)N1CCCCC1 returned ABCB6 inh MLPCN 100, m5-HT2A agonist -1, Exocytosis inh 0, PDI turbidity -6, CaV13 ICDI inh -3, MC4R antag cAMP 10, MC4R barr agon -2.1, H9c2 protect 4, ABHD5 PLIN5 PPI -8 and Glyco luc inh 1.
CCCCN1C(=O)C(=O)NC[C@@H]1CC1CCCCC1 was read as ABCB6 inh MLPCN 100, m5-HT2A agonist 0, Exocytosis inh -8, CaV13 ICDI inh -12 and ABHD5 PLIN5 PPI 10.
Screening O=C(COC(=O)c1cccnc1Cl)Nc1cc(S(=O)(=O)N2CCOCC2)ccc1Cl returned ABCB6 inh MLPCN 89, m5-HT2A agonist 7, Exocytosis inh 1, PDI turbidity 5, CaV13 ICDI inh -18, MC4R antag cAMP 6, MC4R barr agon -2.0, H9c2 protect -6, ABHD5 PLIN5 PPI -9 and Glyco luc inh -1.
For Cn1cc(C(=O)N/N=C/c2cccs2)c2ccccc21 the results were ABCB6 inh MLPCN 99, m5-HT2A agonist 0, Exocytosis inh 1, PDI turbidity -1, CaV13 ICDI inh -4, MC4R antag cAMP -6, MC4R barr agon -1.9, H9c2 protect 5, ABHD5 PLIN5 PPI 3 and Glyco luc inh -2.
For CSCC[C@H](NS(=O)(=O)c1ccc(C)cc1)C(=O)N1CCC(C(=O)N[C@@H](Cc2ccc(O)cc2)C(=O)O)CC1 the results were ABCB6 inh MLPCN 99, m5-HT2A agonist 3, Exocytosis inh 18, MC4R antag cAMP 6, MC4R barr agon -1.7, H9c2 protect 0, ABHD5 PLIN5 PPI -3 and Glyco luc inh -1.
O=C(CNC(=O)c1nc[nH]c1C(=O)N1CCc2ccccc2C1)OCc1ccccc1 was read as ABCB6 inh MLPCN 89, m5-HT2A agonist -4, Exocytosis inh 30, PDI turbidity 0, CaV13 ICDI inh -5, MC4R antag cAMP 24, MC4R barr agon 0.2, H9c2 protect 105*, ABHD5 PLIN5 PPI 14 and Glyco luc inh -1.
For COc1cc2c(cc1OC)[C@H](Cc1ccc(O)cc1)NCC2 the results were ABCB6 inh MLPCN 97, m5-HT2A agonist -5, Exocytosis inh 6, PDI turbidity 6, CaV13 ICDI inh -5, MC4R antag cAMP 2, MC4R barr agon 0.2, H9c2 protect -1, ABHD5 PLIN5 PPI 4 and Glyco luc inh 2.
Screening CCN(CC)S(=O)(=O)c1cccc(C(=O)NCC2CCCO2)c1 (centres undefined) returned ABCB6 inh MLPCN 105, m5-HT2A agonist 6, Exocytosis inh 0, PDI turbidity -1, MC4R antag cAMP 1, MC4R barr agon -0.1, H9c2 protect -1, ABHD5 PLIN5 PPI -2 and Glyco luc inh 0.
C[C@@H]1COC(=O)[C@@H](Cc2ccc(F)cc2)C/C=C\C[C@@H](CC(=O)NCCO)C(=O)N1 was read as ABCB6 inh MLPCN 112, m5-HT2A agonist 8, Exocytosis inh -4, PDI turbidity 10, CaV13 ICDI inh -7, MC4R antag cAMP 2, MC4R barr agon -2.3, H9c2 protect -3, ABHD5 PLIN5 PPI -12 and Glyco luc inh 1.
COCCNC(=O)C(c1ccc(C)o1)N(Cc1ccc(F)cc1)C(=O)Cn1nnc2ccccc21 (centres undefined) was read as ABCB6 inh MLPCN 105, m5-HT2A agonist -1, Exocytosis inh -1, PDI turbidity 7, MC4R antag cAMP 8, MC4R barr agon 1.6, H9c2 protect -8, ABHD5 PLIN5 PPI -7 and Glyco luc inh 2.
CCCNS(=O)(=O)c1ccc2c(c1)CCCN2C(C)=O was read as ABCB6 inh MLPCN 75, m5-HT2A agonist -2, Exocytosis inh 2, PDI turbidity -3, CaV13 ICDI inh -5, MC4R antag cAMP -3, MC4R barr agon -3.2, H9c2 protect -2, ABHD5 PLIN5 PPI -1 and Glyco luc inh 0.
COc1ccc(NC(C)=O)cc1NC(=O)c1c(C)noc1C was read as ABCB6 inh MLPCN 97, m5-HT2A agonist 1, Exocytosis inh 1, PDI turbidity 5, CaV13 ICDI inh -5, MC4R antag cAMP 7, MC4R barr agon -1.0, H9c2 protect 2, ABHD5 PLIN5 PPI 1 and Glyco luc inh 1.
Screening O=C1CC(c2ccco2)Sc2nc3ccccc3n21 (centres undefined) returned ABCB6 inh MLPCN 102, m5-HT2A agonist 3, Exocytosis inh 0, PDI turbidity -12, CaV13 ICDI inh -6, MC4R antag cAMP 3, MC4R barr agon 0.9, H9c2 protect -1, ABHD5 PLIN5 PPI 9 and Glyco luc inh -3.
`O=C(CSc1nc2ccccc2c(=O)[nH]1)Nc1ccc(Br)cc1` gave ABCB6 inh MLPCN 106, m5-HT2A agonist 11, Exocytosis inh 0, PDI turbidity -3, CaV13 ICDI inh -4, MC4R antag cAMP 4, MC4R barr agon -1.4, H9c2 protect 0, ABHD5 PLIN5 PPI -2 and Glyco luc inh 1.
Screening Cc1c(Cl)cnc(NC(=O)COC(=O)CNC(=O)c2ccccc2)c1Cl returned ABCB6 inh MLPCN 99, m5-HT2A agonist 8, Exocytosis inh -2, PDI turbidity 13, CaV13 ICDI inh -2, MC4R antag cAMP 4, MC4R barr agon -3.4, H9c2 protect 2, ABHD5 PLIN5 PPI 4 and Glyco luc inh 3.
O=C(c1c(F)cccc1F)N1CCC(O)(c2ccc(F)cc2)CC1 was read as ABCB6 inh MLPCN 95, m5-HT2A agonist 9, Exocytosis inh -2, PDI turbidity -3, CaV13 ICDI inh -3, MC4R antag cAMP 6, MC4R barr agon -0.6, H9c2 protect 6, ABHD5 PLIN5 PPI 6 and Glyco luc inh -1.
`CN(C(=O)CCN1CCCO1)C1CCCN(Cc2ccccc2F)C1` (centres undefined) gave ABCB6 inh MLPCN 104, m5-HT2A agonist 4, Exocytosis inh 1, PDI turbidity 4, CaV13 ICDI inh -5, MC4R antag cAMP -4, MC4R barr agon -0.9, H9c2 protect 9, ABHD5 PLIN5 PPI 2 and Glyco luc inh 3.
`Cc1ccc(-c2[nH]c3cc(C(N)=O)ccc3c(=O)c2O)cc1` gave ABCB6 inh MLPCN 102, m5-HT2A agonist -5, Exocytosis inh 22, PDI turbidity -2, CaV13 ICDI inh -7, MC4R antag cAMP 0, MC4R barr agon 0.0, H9c2 protect 63*, ABHD5 PLIN5 PPI -6 and Glyco luc inh -5.
For CN(CCOc1ccc(Cl)cc1)C(=O)c1cc(S(=O)(=O)N2CCOCC2)ccc1N1CCCC1 the results were ABCB6 inh MLPCN 86, m5-HT2A agonist 19*, Exocytosis inh 5, PDI turbidity 7, CaV13 ICDI inh -5, MC4R antag cAMP 7, MC4R barr agon -1.7, H9c2 protect 3, ABHD5 PLIN5 PPI -6 and Glyco luc inh 1.
Screening CCOc1ccc(N(CC(=O)NCc2cccc(OC)c2)S(=O)(=O)c2c(C)noc2C)cc1 returned ABCB6 inh MLPCN 100, m5-HT2A agonist 7, Exocytosis inh -2, PDI turbidity 6, CaV13 ICDI inh -4, MC4R antag cAMP 4, MC4R barr agon 0.4, H9c2 protect 4, ABHD5 PLIN5 PPI -3 and Glyco luc inh -2.
For COc1ccc(OC)c(-c2oc3ccccc3c(=O)c2O)c1 the results were ABCB6 inh MLPCN 103, m5-HT2A agonist 3, Exocytosis inh -3, PDI turbidity 10, MC4R antag cAMP 3, MC4R barr agon -0.1, H9c2 protect 7, ABHD5 PLIN5 PPI 2 and Glyco luc inh -1.
Screening O=c1c2cccnc2[nH]c(=S)n1CCCN1CCN(c2ccccc2F)CC1 returned ABCB6 inh MLPCN 98, m5-HT2A agonist 3, Exocytosis inh 1, PDI turbidity -5, CaV13 ICDI inh -4, MC4R antag cAMP 3, MC4R barr agon -1.0, H9c2 protect -6, ABHD5 PLIN5 PPI 2 and Glyco luc inh 1.
Screening CCOC(=O)C(c1ccccc1)C(Nc1ccc(Cl)c(Cl)c1)c1ccccn1 (centres undefined) returned ABCB6 inh MLPCN 88, m5-HT2A agonist 3, Exocytosis inh -9, PDI turbidity 8, CaV13 ICDI inh -5, MC4R antag cAMP 10, MC4R barr agon 4.7, H9c2 protect -3, ABHD5 PLIN5 PPI -6 and Glyco luc inh -2.
For Cc1cccc(N(Cc2ccccc2)C(=O)c2cccc(S(=O)(=O)N3CC(C)OC(C)C3)c2)c1 (centres undefined) the results were ABCB6 inh MLPCN 94, m5-HT2A agonist 2, Exocytosis inh 2, PDI turbidity 17, CaV13 ICDI inh -1, MC4R antag cAMP -1, MC4R barr agon -1.0, H9c2 protect 0, ABHD5 PLIN5 PPI -8 and Glyco luc inh -7.
`CC(=O)c1cccc(N(C(=O)CNC(=O)c2ccco2)C(C(=O)NC2CCCC2)c2ccc(C)o2)c1` (centres undefined) gave ABCB6 inh MLPCN 99, m5-HT2A agonist 0, Exocytosis inh -2, PDI turbidity 2, CaV13 ICDI inh 2, MC4R antag cAMP 14, MC4R barr agon 0.7, H9c2 protect 2, ABHD5 PLIN5 PPI -5 and Glyco luc inh -1.
For Cc1ccc(N2CC(C(=O)N/N=C/c3sccc3C)CC2=O)cc1 (centres undefined) the results were ABCB6 inh MLPCN 99, m5-HT2A agonist -3, Exocytosis inh -1, PDI turbidity 3, CaV13 ICDI inh -5, MC4R antag cAMP 7, MC4R barr agon 5.2, H9c2 protect 2, ABHD5 PLIN5 PPI -3 and Glyco luc inh 1.
For COc1cccc(C(C(=O)Nc2ccc(F)cc2)N(C(=O)Cn2nnc3ccccc32)C2CC2)c1 (centres undefined) the results were ABCB6 inh MLPCN 99, m5-HT2A agonist -3, Exocytosis inh 1, PDI turbidity 5, CaV13 ICDI inh -12, MC4R antag cAMP 1, MC4R barr agon -1.0, H9c2 protect 10, ABHD5 PLIN5 PPI 0 and Glyco luc inh -3.
